Screening data deposited in PubChem by National Center for Advancing Translational Sciences (NCATS).
TSG101-PTAP inh: blocks PTAP/TSG101 interaction to inhibit HIV-1 budding; Fluorescence polarization, FITC-PTAP peptide / Tsg101 binding; Potency, µM (titrated, usually from 115 µM), without a hit: at the top dose activity change, negative = inhibition, actives largely listed as inhibitors; 340,000 tested, under 10 active; active = well fitted inhibition curve with a large enough effect in the main read-out, with a control signal flat, not every such curve was filed as active; inconclusive = small, poorly fitted or top-dose-only effect, or effect the other way, or a change in a side signal; inactive = no such curve, though single readings can be large or run the other way; note: potency is the fitted concentration of half-maximal effect; % of control where 0% means no effect
Target sequence (Q99816 whole entry, looked up): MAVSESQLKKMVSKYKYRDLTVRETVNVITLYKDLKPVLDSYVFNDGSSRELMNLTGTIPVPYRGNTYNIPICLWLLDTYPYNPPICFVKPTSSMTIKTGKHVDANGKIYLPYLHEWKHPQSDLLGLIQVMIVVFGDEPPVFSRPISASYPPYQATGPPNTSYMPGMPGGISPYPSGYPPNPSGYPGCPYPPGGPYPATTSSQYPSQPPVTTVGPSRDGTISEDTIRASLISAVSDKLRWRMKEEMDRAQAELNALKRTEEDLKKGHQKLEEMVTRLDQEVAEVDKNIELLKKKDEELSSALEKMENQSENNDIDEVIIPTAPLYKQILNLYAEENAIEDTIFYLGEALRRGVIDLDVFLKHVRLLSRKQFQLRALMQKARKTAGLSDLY
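Fluorescence polarization binding of Tsg101 binding domain (10 uM final) to FITC-labeled PTAP peptide (50 nM final) in HEPES pH 7.5 buffer with NaCl, Tween 20, EDTA, TCEP. Compounds added before peptide; binding 20 min at RT.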
Integrin act MD: activators of alpha7 integrin expression for muscular dystrophy. Potency, µM (titrated, usually from 38.3 µM), for the others: top-dose activation, actives largely listed as activators. 350,000 tested, 0.064% active. alpha7betagal myoblasts, beta-gal FDG fluorescence, 48 h;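 note: potency is the fitted concentration of half-maximal effect; 100% = response of the positive control SU9516; nearly all actives have a fitted effect of over 60% in size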
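Alpha7betagal+/- myoblasts (passage 13) were plated 16-24 hr, then exposed to compounds (1:260 dilution of DMSO stock) for 48 hours at 37C. After MPER lysis, β-galactosidase reporter activity was read as FDG fluorescence (ex 480/em 540) after 30 minutes.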
TSHR antag: antagonists of human thyroid stimulating hormone receptor | activity change, negative = inhibition, % at 11.5 µM | TSHR-expressing cells, TSH-stimulated cAMP HTRF, 2 h; hits give low values | 330,000 tested, 0.2% active | P16473 | AID 504810;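 active = activity change below a set negative limit, meaning inhibition stronger than a set level, cut at about -70% in these data; inconclusive = activity change between two set negative limits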; note: % is set by controls: 0 for no effect and ±100 for the full control effect
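Competitive HTRF cAMP read-out (cryptate anti-cAMP antibody, cAMP-d2; 30 min, room temperature) in freshly harvested TSHR cells. Compounds added before TSH at EC80 (4nM final), followed by 2 hours' incubation at 37 deg C.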
A-T KAP1 phos: candidate therapy for ataxia-telangiectasia; 320,000 tested, 0.19% active; AID 485349; Potency, µM (doses to about 57.5 µM), for inactives: top-dose activation, most hits filed as activators; […] A-T fibroblasts, KAP-1 phosphorylation AlphaLISA; neocarzinostatin DNA damage 30 min before lysis; note: potency is the fitted concentration of half-maximal effect; % of control where 0% means no effect; nearly all actives have a fitted effect of over 45% in size
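ATM-like activity read as KAP-1 phosphorylation via AlphaLISA donor/acceptor antibody pairs after lysis and 6 hr at 25C. Cells were ATM-null patient fibroblasts ([…], hTERT), dosed 60 min, then exposed to the DSB inducer NCS for 30 min.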
Eya2 phos inh: Eya2 (human) phosphatase inhibition; recombinant Eya2, OMFP fluorescence dephosphorylation (OMFP is methylfluorescein phosphate); Potency, µM (doses to about 76.9 µM), inactives show at the top dose activity, negative = inhibition, actives largely listed as inhibitors; 330,000 tested, 0.006% active; note: potency is the fitted concentration of half-maximal effect; % is set by controls: 0 for no effect and ±100 for the full control effect
Target sequence (O00167 whole entry, looked up): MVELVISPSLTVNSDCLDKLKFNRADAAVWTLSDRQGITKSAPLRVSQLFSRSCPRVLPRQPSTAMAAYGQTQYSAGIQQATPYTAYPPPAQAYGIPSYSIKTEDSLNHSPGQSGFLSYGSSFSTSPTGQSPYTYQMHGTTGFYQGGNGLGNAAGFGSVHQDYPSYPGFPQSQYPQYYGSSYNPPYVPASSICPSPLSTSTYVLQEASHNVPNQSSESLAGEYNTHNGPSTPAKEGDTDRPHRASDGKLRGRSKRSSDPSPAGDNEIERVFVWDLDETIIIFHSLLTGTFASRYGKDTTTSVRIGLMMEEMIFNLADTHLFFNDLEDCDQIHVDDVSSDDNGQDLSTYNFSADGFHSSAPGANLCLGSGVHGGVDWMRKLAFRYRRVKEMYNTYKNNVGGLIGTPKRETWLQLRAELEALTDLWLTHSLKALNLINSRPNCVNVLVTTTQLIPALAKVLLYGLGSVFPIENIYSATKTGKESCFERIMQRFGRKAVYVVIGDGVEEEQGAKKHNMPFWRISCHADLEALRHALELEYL
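Eya2 (0.2 uM) preincubated 10 min at ambient with compound, then OMFP substrate added at 50 uM; 10 min reaction in 50 mM HEPES pH 7.5, 50 mM NaCl, 5 uM MgCl2, 0.05% BSA, 1 mM DTT. Fluorescence read at Ex 485/Em 525 nm.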
Tb PFK inh: blocks T. brucei phosphofructokinase. AID 485367. 330,000 tested, 0.17% active. Potency, µM (highest dose often 57.5 µM), for inactives: at the highest dose activity, negative = inhibition, hits mostly inhibitors. O15648. T. brucei PFK, ADP-Glo luminescence;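 note: potency is the fitted concentration of half-maximal effect; 0% = uninhibited 1x PFK enzyme wells and -100% = no-enzyme wells; nearly all actives have a fitted effect of over 60% in size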
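Luminescent ADP detection (ADP-Glo, two-step: ATP depletion then ADP-to-ATP conversion for luciferase) reported PFK activity after 45 min room-temperature reaction of 1.25 nM enzyme with 0.5 mM F6P and 0.1 mM ATP at pH 8.0.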
TCR act: activates T cell receptor signaling | primary human leukocytes, anti-CD3, IL-2 HTRF, 48 h | Potency, µM (highest dose often 9.22 µM), without a hit: at the highest dose activation of IL-2 secretion, hits mostly activators | 330,000 tested, under 10 active | AID 504894; note: % of control where 0% means no effect
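IL-2 release read by HTRF sandwich (Eu cryptate donor, d2 acceptor, 665 nm emission) after 48 hr exposure of primary human leukocytes to compound together with anti-CD3 beads in the absence of co-stimulatory signals.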
Mito fusion act: blocks mitochondrial division or promotes mitochondrial fusion; S. cerevisiae fusion-defective mutant growth rescue, CellTiterGlo 48 h; Potency, µM (doses to about 46.1 µM), for the others: at the top dose growth rescue (activation), usual class: activators; 320,000 tested, 0.23% active; AID 485298;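 note: potency is the fitted concentration of half-maximal effect; % of control where 0% means no effect; nearly all actives have a fitted effect of over 45% in size; temperature-sensitive fusion mutants such as fzo1-1 at 37 °C on non-fermentable ethanol glycerol medium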
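Read-out: ATP-based luminescence (CellTiterGlo, 10 min ambient) reporting growth of fusion-defective ts yeast after 48 hours at 37C on glycerol/ethanol YPEG medium in the presence of compound.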
ASM inhibitor: blocks human secretory acid sphingomyelinase | placental ASM, HMU-PC fluorogenic substrate, 60 min | 340,000 tested, 0.006% active | Potency, µM (doses to about 57.5 µM), for inactives: at the highest dose activity change, negative = inhibition, hits mostly inhibitors | P17405; note: potency is the fitted concentration of half-maximal effect
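Human placenta-derived ASM enzyme was preincubated with compound for 10 minutes at room temperature, then given fluorogenic substrate HMU-PC0 (9 uM final) for 60 minutes at 37 °C; a pH 10 stop preceded fluorescence reading at Ex 386/Em 447 nm.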
ELG1 repair inh: inhibitors of ELG1-dependent DNA repair in HEK293T cells; HEK293T ELG1-luciferase reporter, luminescence, 16 h; DNA damage induced by 5-fluorouridine; Potency, µM (top dose mostly 46.1 µM), inactives show top-dose activity change, negative = inhibition, usual class: inhibitors; 330,000 tested, 2.3% active; note: potency is the fitted concentration of half-maximal effect; % is set by controls: 0 for no effect and ±100 for the full control effect; nearly all actives have a fitted effect of over 55% in size
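Overnight (16 hr) co-exposure of 2,000 cells/well to 5-fluorouridine and compound at 37 °C preceded detection. Luciferase was quantified via ONE-Glo luminescence; loss of signal denotes inhibition.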
Chronic BCR inh: inhibitors of chronic active B-cell receptor signaling; ABC-DLBCL IkBa-CBG/CBR reporter, luminescence ratio, 4 h; Potency, µM (series often up to 46.1 µM), inactives show top-dose ratio change, negative = lower green/red ratio, actives largely listed as inhibitors; 340,000 tested, 0.05% active; AID 493014; active = well fitted inhibition curve with a large enough effect in the signal ratio, with a control signal flat, not every such curve was filed as active; inconclusive = small, poorly fitted or top-dose-only effect, or effect the other way, or a change in a side signal; the % refers to the signal ratio;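 note: potency is the fitted concentration of half-maximal effect; plate controls were basal doxycycline-induced cells for no effect and cells given 10 µM MG132 for full effect; MG132 reads +100%, hits lower the ratio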
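Cell line TMD8 (human ABC DLBCL), stably expressing tet-inducible CBG68-IkBa fusion and CBR; IMDM/0.5% FBS; cpd up to 46 uM; dox induction, 4 h, 37C/5% CO2; dual luminescence; green/red ratio; MG132 control.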
* = called active by the depositor; ? = inconclusive; . = not tested or not shown; [ ] = dose if it differs, or a comment. Unless noted, calls come from the whole dose curve; as a rule, active = well fitted curve in the direction sought with a large enough effect; inconclusive = small, poorly fitted or top-dose-only effect, or another doubt; inactive = no such curve, though single readings can be large; an effect the other way counts as inactive or inconclusive.

1) Cc1ccc(C)c(C(=O)Cn2c(NCCO)nc3ccccc32)c1
2) COC(=O)C1=CN(Cc2ccc(OC)cc2)C=C(C(=O)OC)C1c1ccc(O)c(OC)c1
3) Cc1cc(NC(=O)C(C)Sc2nc(-c3ccccc3)cc(=O)[nH]2)no1 (stereo not drawn)
4) CCOC(=O)/C(C#N)=C/c1cc(C)n(-c2ccc(C)cc2)c1C
5) CCC(C(=O)NCC1CCCO1)N(Cc1ccccc1)C(=O)CNS(=O)(=O)c1ccccc1 (stereo not drawn)
6) COc1cc(OC)cc(C(=O)NC(C(=O)Nc2ccc(N3CCOCC3)cc2)C(C)C)c1 (stereo not drawn)
7) O=S(=O)(Nc1cc(S(=O)(=O)N2CCOCC2)ccc1N1CCCC1)c1cccs1
8) Cc1ccc(-n2[nH]c(C)c(C=Nc3ccc(S(=O)(=O)Nc4nccs4)cc3)c2=O)cc1C
screen / no.,1,2,3,4,5,6,7,8
TSG101-PTAP inh,-4%,-2%,-4%,-4%,-3%,-1%,1%,-2%
Integrin act MD,44%,16%,8%,-25%,20%,-31%,-9%,7%
TSHR antag,-1,5,-1,-27,-8,5,4,-4
A-T KAP1 phos,-16%,8%,-1%,.,-4%,10%,-7%,-2%
Eya2 phos inh,-7%,?,14%,-24%,-4%,-3%,-15%,0%
Tb PFK inh,-1%,-3%,-7%,0%,5%,-3%,-1%,8%
TCR act,4%,3%,-9%,3%,1%,5%,3%,0%[46.1 µM]
Mito fusion act,-6%,-1%,14%,1%,-2%,-3%,11%,-8%
ASM inhibitor,-3%,190%[activator],12%,13%,-1%,-1%,2%,-8%
ELG1 repair inh,5%,0%,-1%,?,-4%,-14%,5%,?
Chronic BCR inh,0%,-1%,?,-2%,6%,-1%,4%,5%

9) COc1cc2cc(C(=O)N[C@@H](Cc3ccccc3)C(=O)O)n(C)c2c(OC)c1OC
10) O=C1NC(c2ccccc2)Nc2c1sc(=S)n2-c1ccccc1 (stereo not drawn)
11) CC(C)Sc1nnc([C@H](Cc2c[nH]c3ccccc23)NC(=O)OC(C)(C)C)o1
12) CCOCCCNc1nc2c(c(=O)[nH]c(=O)n2C)n1CCCc1ccccc1
13) CC(C)Oc1cc2oc(=O)c3c(c2cc1Cl)CCC3
14) COc1ccccc1CNC(=O)/C=C/c1cc2c(cc1Br)OCO2
15) Cc1oc(-c2cccc(Cl)c2)nc1CN1CCC(C(=O)N2CCN(c3ccccc3F)CC2)CC1
16) CC(=O)c1ccc(N2Cc3ccccc3/C2=N\C(=O)Nc2ccc(Cl)cc2)cc1
screen / no.,9,10,11,12,13,14,15,16
TSG101-PTAP inh,-1%,-1%,-7%,-9%,-3%,4%,0%,1%
Integrin act MD,0%,11%,-27%,5%,18%,-32%[inhibitor],-41%,?
TSHR antag,-1,-13,7,8,4,5,15,-14
A-T KAP1 phos,11%,-5%,-1%,2%,6%,.,-9%,5%
Eya2 phos inh,?,-23%,2%,17%,6%,-1%,-6%,-5%
Tb PFK inh,4%,-2%,-6%,3%,-8%,1%,3%,2%
TCR act,3%,-4%,2%,-6%,5%,12%,5%,-12%[46.1 µM]
Mito fusion act,4%,8%,0%,-2%,0%,3%,-6%,-13%
ASM inhibitor,3%,-1%,-5%,0%,51%[activator],1%,-9%,3%
ELG1 repair inh,4%,?,-18%,-5%,13%,?,-22%,?
Chronic BCR inh,-2%,2%,-15%,5%,?,?,17%,?

17) CC(C)OC(=O)Cc1nc2sc(-c3ccccc3)cc2c(=O)[nH]1
18) Cn1nccc1C(=O)Nc1sc2c(c1C(N)=O)CCCC2
19) N#Cc1cc2ccc(N3CCOCC3)cc2cc1C#N
20) COc1ccc(C2SCC(=O)N2c2ccc(C)cc2)cc1 (stereo not drawn)
21) CCC(C)NC(=O)Cn1cnc2sc(C)cc2c1=O (stereo not drawn)
22) Cc1nn(Cc2ccc(F)cc2)c(C)c1NC(=O)c1noc2c1CCc1ccccc1-2
23) O=C(c1ccccc1-c1nc(-c2ccccc2)no1)N1CCOCC1
24) O=C(O)c1ccc(Cn2cnc3scc(-c4ccccc4)c3c2=O)cc1
screen / no.,17,18,19,20,21,22,23,24
TSG101-PTAP inh,1%,0%,-4%,-2%,-5%,-1%,-18%,-4%
Integrin act MD,32%,-3%,-13%,-5%,14%,0%,-34%,-25%
TSHR antag,-6,-5,-3,-13,38,-20,2,-15
A-T KAP1 phos,-2%,-4%,-3%,-3%,7%,3%,2%,0%
Eya2 phos inh,-21%,-12%,10%,?,14%,7%,14%,4%
Tb PFK inh,6%,0%,-4%,5%,3%,-3%,-2%,-1%
TCR act,-7%,-2%,-1%,5%,9%,-3%,0%,-1%
Mito fusion act,4%,3%,2%,5%,3%,4%,1%,2%
ASM inhibitor,0%,1%,59%[activator],2%,-2%,-1%,-2%,4%
ELG1 repair inh,?,-1%,10%,-2%,16%,?,-2%,?
Chronic BCR inh,-6%,?,?,-12%,-3%,8%,?,3%

A section from further up, for reference:
23) O=C(c1ccccc1-c1nc(-c2ccccc2)no1)N1CCOCC1
24) O=C(O)c1ccc(Cn2cnc3scc(-c4ccccc4)c3c2=O)cc1
screen / no.,23,24
TSG101-PTAP inh,-18%,-4%
Integrin act MD,-34%,-25%
TSHR antag,2,-15
A-T KAP1 phos,2%,0%
Eya2 phos inh,14%,4%
Tb PFK inh,-2%,-1%
TCR act,0%,-1%
Mito fusion act,1%,2%
ASM inhibitor,-2%,4%
ELG1 repair inh,-2%,?
Chronic BCR inh,?,3%

(cont.)
25) COc1cccc(-n2c(COc3ccc(C)cc3)nnc2SCC(=O)O)c1
26) N#CCOc1ccccc1/C=C/c1nc2ccccc2c(=O)[nH]1
27) O=C(COC(=O)CNS(=O)(=O)/C=C/c1ccccc1)Nc1cc(S(=O)(=O)N2CCCCC2)ccc1Cl
28) COc1ccc(NC(=O)CSc2nnc(C3CC3)n2-c2ccccc2)cc1
29) O=C1/C(=C/c2ccncc2)N=C2CCCCCN12
30) CCCc1cc(=O)[nH]c(SCC(=O)N(C)C2CCS(=O)(=O)C2)n1 (stereo not drawn)
31) CNc1ccccc1C(=O)OC(C)C(=O)Nc1ccc(S(=O)(=O)N2CCCC2)cc1 (stereo not drawn)
screen / no.,25,26,27,28,29,30,31
TSG101-PTAP inh,-3%,-10%,-3%,2%,-2%,-5%,-1%
Integrin act MD,13%,19%,13%,?,10%,-5%,9%
TSHR antag,5,-6,-6,36,9,-4,-16
A-T KAP1 phos,-16%,5%,5%,2%,-32%,1%,20%
Eya2 phos inh,21%,-8%,-17%,-17%,3%,-8%[15.4 µM],-17%
Tb PFK inh,-5%,0%,3%,0%,-8%,-5%,-2%
TCR act,-2%,5%,1%,0%,-7%,-4%,-2%
Mito fusion act,-3%,7%,2%,0%,-1%,1%,7%
ASM inhibitor,8%,144%,-9%,-1%,118%[activator],1%,.
ELG1 repair inh,13%,.,-7%,9%,5%,-1%,?
Chronic BCR inh,7%,2%,2%,4%,3%,0%,?
